PolyA inhibitor – polyadenylation inhibitors in yeast reporter cells, primary screen, luminescence, S. cerevisiae; S. cerevisiae SKY197-pL101 polyadenylation reporter, beta-gal luminescence; efflux-impaired pdr1/pdr3 knockout yeast; score 100 = 6 SD above DMSO; calls only at 12 µM; 300,000 tested, 0.02% active;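 active means lowest replicate activity score at least 50, where 100 means six control SD above control mean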;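 further: yeast exposed to compound for 9 h at 30 °C; higher score means more reporter readthrough which indicates perturbed polyadenylation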
KCNQ1 inh – inhibitors of human KCNQ1 channel, primary screen, cell-based, thallium flux, high-throughput | Potassium voltage-gated channel subfamily KQT member 1 (Homo sapiens), P51787 | CHO-K1 KCNQ1, FluxOR thallium flux fluorescence; stronger effect = higher value | B-score at 10 µM | 310,000 tested, 1.3% active;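 active means compounds whose thallium flux B-score, printed positive for inhibition, exceeds three library SD while starting fluorescence stays within three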;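 further: channel opened by potassium depolarization with thallium stimulus after 20 min compound exposure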
Platelet DG rel – inhibitors of platelet dense granule secretion, primary screen, cell-based, MLPCN, human platelets. 300,000 tested, 0.22% active. inhibition, %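 (compounds screened at 7.5 µM in platelet-rich plasma)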. AID 1663, 2009. human platelet-rich plasma, SFLLRN dense granule ATP release, luminescence;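 active means mean replicate score, as percent of positive control, at or above 50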
KCNQ1 pot – potentiators or activators of KCNQ1 channel, primary screen, cell-based, thallium flux, high-throughput. B-score at 10 µM. AID 2648, 2010. 310,000 tested, 0.35% active. Potassium voltage-gated channel subfamily KQT member 1 (Homo sapiens), P51787. CHO-K1 KCNQ1, thallium flux FluxOR fluorescence; stronger effect = higher value;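 active means fluorescence ratio B-score, a plate-corrected score, at least three library SD, with initial intensity B-score within 5 SD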
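Medium – assay buffer, equal DMSO in all wells · Material – CHO-K1 cell line with stable KCNQ1 potassium channel expression · Signal – kinetic FluxOR thallium fluorescence, 10-s 1-Hz baseline, 110-s post-stimulus read · Compound – single concentration per compound, DMSO matched to controls · Schedule – 37 °C overnight plating, 90-min dark dye load, 20-min compound pretreatment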
hERG protect – hERG rescue from dofetilide block, primary screen, cell-based, CHO-hERG, FluxOR thallium flux, dofetilide IC70; dofetilide IC70 present; activation (rescue from dofetilide block), less the hit threshold, % at 10 µM; 310,000 tested, 0.51% active; AID 1511, 2009;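 active means activation above the mean of controls blocked by dofetilide plus 5 SD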;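 further: thallium influx through hERG after potassium depolarization seen as dye fluorescence rise; in these data hits start at about 4.7%; inactives centre near -7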
KCNK9 inh – KCNK9 potassium channel inhibitors, primary screen, HEK293 cells, thallium flux; FluxOR thallium flux fluorescence; stronger effect = lower value; B-score at 10 µM; AID 488922, 2010; Potassium channel subfamily K member 9 (Homo sapiens), Q9NPC2; 310,000 tested, 1.2% active;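 active means ratio B-score over 3 SD below the library mean, with starting fluorescence within 5 SD of its mean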;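 further: negative B-score means less thallium flux so channel inhibition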
TRPC4 inh – inhibitors of mouse TRPC4 channel, primary screen, Fluo4 calcium, HEK293 TRPC4beta/mu-opioid cells. DAMGO-evoked Fluo4 calcium flux; stronger effect = lower value. B-score at 10 µM. 300,000 tested, 0.39% active. AID 2247, 2010;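 active means B-score over 3 SD under the library average, no early fluorescence shift, positive overall ratio signal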
Target sequence (Q9QUQ5 whole entry, looked up): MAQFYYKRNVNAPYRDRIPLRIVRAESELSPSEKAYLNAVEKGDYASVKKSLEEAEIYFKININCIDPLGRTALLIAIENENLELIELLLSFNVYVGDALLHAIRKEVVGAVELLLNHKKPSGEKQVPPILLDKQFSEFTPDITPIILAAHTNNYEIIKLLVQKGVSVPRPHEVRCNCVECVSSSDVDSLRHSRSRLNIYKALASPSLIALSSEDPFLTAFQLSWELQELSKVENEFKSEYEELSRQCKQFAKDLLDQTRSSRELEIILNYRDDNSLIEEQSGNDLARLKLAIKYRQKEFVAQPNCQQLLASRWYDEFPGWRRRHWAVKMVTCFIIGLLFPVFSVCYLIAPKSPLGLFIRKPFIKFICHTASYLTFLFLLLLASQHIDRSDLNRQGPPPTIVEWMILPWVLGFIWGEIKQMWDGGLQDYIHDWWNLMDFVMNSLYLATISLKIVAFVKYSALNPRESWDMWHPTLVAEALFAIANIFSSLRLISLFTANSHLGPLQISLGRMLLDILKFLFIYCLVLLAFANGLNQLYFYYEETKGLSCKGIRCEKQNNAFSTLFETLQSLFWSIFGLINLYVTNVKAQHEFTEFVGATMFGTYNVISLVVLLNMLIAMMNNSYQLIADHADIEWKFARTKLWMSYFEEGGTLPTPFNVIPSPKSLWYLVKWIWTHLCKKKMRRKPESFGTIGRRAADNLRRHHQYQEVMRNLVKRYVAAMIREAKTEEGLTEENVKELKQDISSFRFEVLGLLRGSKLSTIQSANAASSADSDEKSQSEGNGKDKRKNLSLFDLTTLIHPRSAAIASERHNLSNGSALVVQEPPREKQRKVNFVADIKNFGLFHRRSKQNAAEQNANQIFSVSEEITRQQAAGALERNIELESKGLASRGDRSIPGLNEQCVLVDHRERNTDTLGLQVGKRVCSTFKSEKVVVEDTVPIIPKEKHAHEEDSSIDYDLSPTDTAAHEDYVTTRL
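Assay system: HEK293 cells with stable TRPC4beta plus mu-opioid receptor expression. Dosing: single dose. Measured by: Fluo4 Ca2+ flux fluorescence. Also added: DAMGO in two steps, submaximal then maximal. Read-out: B score from integrated Fluo4 fluorescence ratio.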
Dyrk1A ADPGlo – rat Dyrk1A kinase inhibitors, primary screen, biochemical, single point, plate reader; Dual specificity tyrosine-phosphorylation-regulated kinase 1A (Rattus norvegicus), Q63470; ADP-Glo luminescence, NFATc1 peptide; inhibition, % at 12.5 µM; 310,000 tested, 0.43% active; AID 504441, 2011; in the data active means inhibition above about 50%;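 further: plate controls were vehicle with enzyme for no effect and no enzyme for full effect; many of its hits are not listed in these tables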
TRPC4 PAM – positive allosteric modulators of TRPC4, primary screen, cell-based, mouse TRPC4beta, HEK293 mu-opioid, Fluo-4 calcium; B-score at 10 µM; Short transient receptor potential channel 4 (Mus musculus), Q9QUQ5; 310,000 tested, 0.42% active; DAMGO EC20, Fluo-4 Ca2+ flux; stronger effect = higher value;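 active means B-score of calcium response area above 5 SD of library B-scores, with initial fluorescence ratio within 5 SD of library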;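 further: B-score of integrated fluorescence ratio over time as area under calcium response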
KCNK3 inh – human KCNK3 channel inhibitors, primary screen, CHO cells, FluxOR thallium flux, B-score; Potassium channel subfamily K member 3 (Homo sapiens), O14649; FluxOR fluorescence; stronger effect = lower value; B-score at 10 µM; 340,000 tested, 0.84% active; AID 602410, 2012;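 active means B-score under library mean minus 4 SD, starting fluorescence ratio at most library mean plus 5 SD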;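 further: more negative B-score means stronger inhibition of thallium flux through KCNK3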
TRPC4 agonist – activators of mouse TRPC4 channel, primary screen, Fluo4 calcium, HEK293 TRPC4beta/mu-opioid cells | B-score at 10 µM | Fluo4 calcium fluorescence; stronger effect = higher value | 310,000 tested, 0.49% active | AID 2237, 2010;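 active means B-score above 5 SD of library B-scores, and initial fluorescence ratio not above library mean plus 5 SD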;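 further: positive B-score marks a calcium rise read as TRPC4 activation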
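Technique: kinetic Fluo4 calcium fluorescence; Test system: TRPC4beta and mu-opioid receptor HEK293 stable cells; Measure: B-scored integrated calcium fluorescence ratio; Benchmarks: low control buffer alone, high control maximal DAMGO; Schedule: 45 min room-temperature Fluo4 loading, 110 s read.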
* marks the source's active call; other numbers are inactive results; i = inactive; x = no result given. An excerpt; count on the stated rates, not on these rows.

SMILES | PolyA inhibitor | KCNQ1 inh | Platelet DG rel | KCNQ1 pot | hERG protect | KCNK9 inh | TRPC4 inh | Dyrk1A ADPGlo | TRPC4 PAM | KCNK3 inh | TRPC4 agonist
O=C(Cn1cc(F)c(=O)[nH]c1=O)NCCO | i | i | -5 | i | -12 | i | i | 2 | i | i | i
O=C(NCC1CCCN(C(=O)c2cccnc2)C1)c1ccc(-c2ccccc2)cc1 (stereo not given) | i | i | 19 | i | -7 | i | i | 3 | i | i | i
COCCNC(=O)/C(C#N)=C/c1ccc(SC)cc1 | i | i | -5 | i | -12 | i | i | 1 | i | i | i
CCOC(=O)C1=C(C)Nc2ncnn2C1c1cc(Br)ccc1F (stereo not given) | i | i | 1 | i | -5 | i | i | -3 | i | i | i
O=C(NCCCN1CCCC1=O)c1ccc2c(c1)NC(=O)C(N1CCOCC1)S2 (stereo not given) | i | i | 2 | i | -6 | i | i | 9 | i | i | i
Cc1cccc(C(=O)NC(=S)NNC(=O)COc2ccc(Cl)cc2)c1 | i | i | 13 | 59* | -13 | i | i | 3 | i | i | 68*
Cc1ccc(C2(C)NC(=O)N(CC(=O)Nc3ccc4[nH]c(=O)[nH]c4c3)C2=O)cc1 (stereo not given) | i | i | 1 | i | -9 | i | i | x | i | i | i
CCOc1ccc(CN2CCN(Cc3nc4c(s3)CCCC4)CC2CCO)cc1 (stereo not given) | i | i | 3 | i | -10 | i | i | -1 | i | i | i
CCOc1cc2[nH]c(=O)n(CCc3ccc(OC)c(OC)c3)c(=O)c2cc1OCC | i | i | 3 | i | -13 | i | i | 0 | i | i | i
CCOP(=O)(OCC)C(NC(=O)Nc1ccc(Cl)cc1)C(N)=O (stereo not given) | i | i | -3 | i | -2 | i | i | -4 | i | i | i
COc1ccccc1/C=N/NC(=O)Cn1cnc([N+](=O)[O-])n1 | i | i | -1 | i | -5 | i | i | -3 | i | i | i
CN(C)CCCN(C(=O)CCOc1ccccc1)c1nc2c(F)cccc2s1 | i | i | -2 | 18* | -14 | i | i | -4 | i | i | i
Cc1cccc(-c2nnc(SCC(=O)Nc3cc(C)on3)n2C)c1 | i | i | 3 | i | -5 | i | i | -2 | i | i | i
CCc1ccccc1NC(=O)CCS(=O)(=O)c1ccc2c(c1)CCCN2C(C)=O | i | i | -13 | i | -7 | i | i | -11 | i | i | i
COc1ccccc1NS(=O)(=O)c1cccc(C(=O)N/N=C/c2ccccc2OCC(=O)O)c1 | i | i | 6 | i | -2 | i | i | -5 | i | i | i
Cc1cccc(NC(=S)N(CCc2nc3cc(C)c(C)cc3[nH]2)Cc2cccnc2)c1 | i | i | -8 | i | -1 | i | i | 1 | i | i | i
COc1cccc(NC2=NC3(CCCCC3)N=C(N)N2)c1 | i | i | 0 | i | -6 | i | i | 14 | i | i | i
COC(=O)CSc1nc(N2CCCCC2)c2c(c1C#N)CCCC2 | i | i | -1 | i | 4 | -10* | i | 6 | i | -11* | i
Cn1c(OCc2ccc3c(c2)OCO3)nc2c1c(=O)n(Cc1ccc(Cl)c(Cl)c1)c(=O)n2C | i | i | 2 | i | -8 | i | i | -2 | i | i | i
COc1cccc(CN2CCNC(=O)C2CC(=O)N(C)CC2CCOCC2)c1 (stereo not given) | i | i | 11 | i | -9 | i | i | 5 | i | i | i
Cc1nn(C)c(C)c1C1C(C#N)=C(N)OC2=C1C(=O)CCC2 (stereo not given) | i | i | -22 | i | -2 | i | i | -8 | i | i | i
CC1=NOC(=O)/C1=C\c1ccc(-c2ccccc2Br)o1 | i | i | 8 | i | -32 | i | i | -6 | i | i | i
COc1ccc(NC(=O)c2ccc(NC3=NC4CS(=O)(=O)CC4S3)cc2)cc1 (stereo not given) | i | i | 4 | i | -1 | i | i | 3 | i | i | i
O=C(NCCc1ccc(Cl)cc1)C(=O)Nc1cc2c3c(c1)CC(=O)N3CCC2 | i | i | -3 | i | -15 | i | i | -6 | i | i | i
COc1ccc(CCNC(=O)c2cc(=O)[nH]c3ccc(Br)cc23)cc1OC | i | i | 1 | i | -5 | i | i | -2 | i | i | i
COc1ccc(NC(=O)Nc2ccon2)c(OC)c1 | i | i | 8 | i | -6 | i | i | -2 | i | i | i
O=C(c1ccc(C(=O)N2CCN(c3ccccc3F)CC2)nc1)N1CCN(c2ccccc2F)CC1 | i | i | 1 | i | -15 | i | i | 8 | i | i | i
COc1ccc(N2C(=O)N3[C@H](c4ccc(Br)cc4)[C@@H]4C(=O)N(C(C)(C)C)C(=O)[C@@H]4[C@]3(Cc3ccccc3)C2=O)cc1 | i | i | 0 | i | -2 | i | i | 5 | i | i | i
Cc1ccc(S(=O)(=O)N2CCN(C(=O)c3ccc4nc[nH]c4c3)CC2)cc1 | i | i | x | i | -14 | i | i | -20 | i | i | i
CCOC(=O)Nc1ccc2c(c1)N(C(=O)CCN1CCN(CCO)CC1)c1ccccc1S2 | i | i | -2 | i | -4 | i | i | 4 | i | i | i
COc1ccccc1N1CCN(C(=O)CCn2c(=O)[nH]c3ccccc3c2=O)CC1 | i | i | -1 | i | -12 | i | i | -6 | i | i | i
CC(C)C(=O)Nc1cccc(S(=O)(=O)c2cccc(NC(=O)C(C)C)c2)c1 | i | i | -2 | i | -8 | i | i | 0 | i | i | i
O=C1C(Cl)=C(Nc2ccccc2)C(=O)c2ccccc21 | i | i | 26 | i | -10 | i | i | 9 | i | i | i
COCCNC(=O)CN(C(=O)CCC(=O)Nc1ccccn1)c1ccccc1OC | i | i | 1 | i | -8 | i | i | x | i | i | i
Cc1cccc(OCC(=O)Nc2ccccc2N2CCCCC2)c1 | i | i | 0 | i | -10 | -9.9* | i | 0 | i | -9.9* | i
CN(CCCN1CCOCC1)C(=O)c1cc(COc2c(F)cccc2F)on1 | i | i | -2 | i | -6 | i | i | -2 | i | i | i

Structures listed above that bear a hit mark in KCNK3 inh:
compound | PolyA inhibitor | KCNQ1 inh | Platelet DG rel | KCNQ1 pot | KCNK9 inh | TRPC4 inh | Dyrk1A ADPGlo | TRPC4 PAM | KCNK3 inh | TRPC4 agonist
COC(=O)CSc1nc(N2CCCCC2)c2c(c1C#N)CCCC2 | i | i | -1 | i | -10* | i | 6 | i | -11* | i
Cc1cccc(OCC(=O)Nc2ccccc2N2CCCCC2)c1 | i | i | 0 | i | -9.9* | i | 0 | i | -9.9* | i

Other compounds:
SMILES | PolyA inhibitor | KCNQ1 inh | Platelet DG rel | KCNQ1 pot | hERG protect | KCNK9 inh | TRPC4 inh | Dyrk1A ADPGlo | TRPC4 PAM | KCNK3 inh | TRPC4 agonist
Cc1ccc(Cn2cccc2C2=NC(C)CO2)cc1 (stereo not given) | i | i | -6 | i | -6 | i | i | -2 | i | i | i
CCn1c(SCC(N)=O)nnc1-c1ccc2[nH]c(C)c(C)c2c1 | i | i | 7 | i | -11 | i | i | 2 | i | i | i
Cn1c(=O)c2c(nc(NCCCO)n2Cc2cccc(C(F)(F)F)c2)n(C)c1=O | x | i | 0 | i | -4 | i | i | 3 | i | i | i
Cc1cccc(/C=N/NC(=O)c2cccc(NC(=O)c3ccccc3)c2)n1 | i | i | 6 | i | -7 | i | i | 23 | i | i | i
Cc1ccc(OCC(=O)N/N=C/c2cccnc2)cc1C | i | i | -13 | i | -6 | i | i | -4 | i | i | i
S=C(Nc1cccc(Br)c1)N1CCn2cccc2C1c1cccnc1 (stereo not given) | i | i | -3 | i | -12 | i | i | -7 | i | -9.5* | i
CN(C)c1ccc(NC2=C(Cl)C(=O)c3ccccc3C2=O)cc1 | x | i | 6 | i | -10 | i | i | 11 | i | i | i
CC(=O)N1c2ccc(S(=O)(=O)NCCC(=O)NCCc3ccc(Cl)cc3)cc2CC1C (stereo not given) | i | i | 1 | i | -12 | i | i | -9 | i | i | i
COc1ccc(C(OCC2CO2)c2ccc(OC)cc2)cc1 (stereo not given) | i | i | 4 | i | -12 | i | i | x | i | x | i
COc1cccc(/C=C/C(=O)N2CCN(c3ccccn3)CC2)c1 | i | i | 1 | i | -7 | i | i | 1 | i | i | i
CCC(C(=O)c1ccc2ncccc2c1)c1ccccc1 (stereo not given) | i | i | -3 | i | -19 | i | i | 0 | i | i | i
COC(=O)c1nnn(CC(=O)Nc2cccc(Cl)c2C)c1C(=O)OC | i | i | -6 | i | -5 | i | i | 18 | i | i | i
CCC(=O)c1ccc2c(c1)N(CCCN(C)C)c1ccccc1S2 | i | i | 12 | i | -8 | i | i | 2 | i | i | i
Cc1ccc(-c2noc(CN(C(=O)C34CC5CC(CC(C5)C3)C4)C(C)C)n2)cc1 | i | i | 9 | i | -11 | i | i | -8 | i | i | i
Cc1nc2c3ccccc3n(CCN3CCCCC3)c2s1 | i | i | 9 | i | -6 | i | i | x | i | x | i
CCc1nnc(SCC(=O)Nc2ccccc2)nc1CC | i | i | 2 | i | 4.9* | i | i | -3 | i | i | i

Shown as tab-separated lines: part of the list above.
SMILES	PolyA inhibitor	KCNQ1 inh	Platelet DG rel	KCNQ1 pot	hERG protect	KCNK9 inh	TRPC4 inh	Dyrk1A ADPGlo	TRPC4 PAM	KCNK3 inh	TRPC4 agonist
CCC(=O)c1ccc2c(c1)N(CCCN(C)C)c1ccccc1S2	i	i	12	i	-8	i	i	2	i	i	i
Cc1ccc(-c2noc(CN(C(=O)C34CC5CC(CC(C5)C3)C4)C(C)C)n2)cc1	i	i	9	i	-11	i	i	-8	i	i	i
Cc1nc2c3ccccc3n(CCN3CCCCC3)c2s1	i	i	9	i	-6	i	i	x	i	x	i

Bioassay records from PubChem.
